Screening results as filed in PubChem BioAssay.
MEX-5 binding = C. elegans MEX-5 TCR-2 RNA binding activity. activity score (negative = inhibition of binding), % at 10 µM. actives 0.38% (n = 300,000). AID 1832. MEX-5/FITC-TCR2 RNA binding, fluorescence polarization; hits give low values;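 active means inhibition past about -25% in most replicates, and total fluorescence under double the plate's negative control median, limit read from the data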;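 further: 0% = DMSO and -100% = 5 µM competing unlabeled TCR2 RNA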
Target sequence (Q9XUB2 whole entry, looked up): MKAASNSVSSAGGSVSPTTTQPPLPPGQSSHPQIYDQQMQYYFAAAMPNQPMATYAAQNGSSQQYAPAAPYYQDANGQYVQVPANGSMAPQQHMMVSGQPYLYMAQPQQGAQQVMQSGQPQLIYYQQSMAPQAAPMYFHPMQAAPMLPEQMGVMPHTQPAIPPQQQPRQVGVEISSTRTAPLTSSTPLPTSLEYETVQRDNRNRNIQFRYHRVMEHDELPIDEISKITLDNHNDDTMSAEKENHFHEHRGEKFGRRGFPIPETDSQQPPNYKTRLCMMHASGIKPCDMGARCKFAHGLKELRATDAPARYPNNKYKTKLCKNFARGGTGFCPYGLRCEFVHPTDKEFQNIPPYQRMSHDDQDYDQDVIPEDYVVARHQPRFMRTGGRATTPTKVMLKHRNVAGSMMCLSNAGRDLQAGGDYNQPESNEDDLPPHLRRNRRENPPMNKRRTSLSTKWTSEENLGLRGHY
GLD-1 RNA inh = GLD-1-TGE RNA interaction inhibition (C. elegans); purified GLD-1 + fluorescein TGE RNA, fluorescence polarization; inhibition, % at 5.96 µM; actives 0.44% (n = 320,000);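 active means percent inhibition above a per-plate cutoff, the plate mean of test compounds plus 3 SD, cut at about 30% in these data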;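 further: 0% = DMSO wells with GLD-1 and probe and 100% = wells lacking GLD-1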
PME-1 primary = blocks human protein phosphatase methylesterase 1 | inhibition, % at 5.9 µM | Q9Y570 | actives 0.53% (n = 320,000) | recombinant PME-1, FP-Rh probe fluorescence polarization;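 active means inhibition above the campaign mean of all compounds plus 3 SD, cut at about 26% in these data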;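 further: competitive labeling of PME-1 active site by serine hydrolase directed probe; 0% = PME-1 with DMSO and 100% = wells lacking PME-1 enzyme; inhibitors block probe labeling so polarization falls and inhibition rises; many of its hits are not listed in these tables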
Target sequence (Q9Y570 whole entry, looked up): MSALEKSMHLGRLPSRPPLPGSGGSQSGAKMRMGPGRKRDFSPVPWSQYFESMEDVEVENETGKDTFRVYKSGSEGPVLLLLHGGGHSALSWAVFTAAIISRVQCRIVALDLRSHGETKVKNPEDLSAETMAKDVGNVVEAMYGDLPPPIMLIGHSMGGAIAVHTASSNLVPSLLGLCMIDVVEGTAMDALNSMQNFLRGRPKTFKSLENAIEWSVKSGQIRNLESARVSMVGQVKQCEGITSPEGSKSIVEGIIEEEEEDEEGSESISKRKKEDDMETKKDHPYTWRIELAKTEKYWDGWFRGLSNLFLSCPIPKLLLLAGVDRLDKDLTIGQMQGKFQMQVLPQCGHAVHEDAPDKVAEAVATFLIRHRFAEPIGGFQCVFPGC
BCLXL inh = Bcl-xL (human) inhibition; inhibition, % at 10.9 µM; GST-Bcl-xL / FITC-Bim BH3 peptide fluorescence polarization; actives 0.7% (n = 320,000); Q07817;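 active means inhibition above the mean of all tested compounds plus 3 SD, cutoff set per campaign, cut at about 30% in these data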;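 further: 0% = DMSO wells and 100% = unlabeled Bim-BH3 peptide competitor; inhibitors lower millipolarization by displacing the labeled peptide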
VLA-4 inh = inhibition in a human VLA-4 binding assay; VLA-4 expressing cells, ligand binding flow cytometry; inhibition, % (about 7 µM as worked out from the volumes in the protocol); actives 0.2% (n = 330,000); AID 2557; in the data active means inhibition above about 50%
Fam108B counter = Fam108B inhibition, counter-screen for RBBP9 inhibitors; recombinant Fam108B, FP-Rh probe fluorescence polarization; inhibition, % at 9.51 µM; actives 0.33% (n = 300,000); AID 1947;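 active means inhibition above the screen mean inhibition plus 3 SD, computed separately per campaign, cut at about 18% in these data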;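 further: inhibitors lower polarization as less probe binds the enzyme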
GRK2 inh = blocks RNA aptamer binding to human GRK2; AID 488847; bead flow cytometry, FAM-aptamer displacement from GRK2; inhibition of aptamer binding, % at 10 µM; P25098; actives 0.59% (n = 330,000);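 active means inhibition of aptamer binding above 40%, roughly 3 SD of noise, on plates passing a quality check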;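 further: median bead fluorescence of bound FAM aptamer so fluorescent compounds give negative values; no value below 0 was filed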
Efflux pump mplx = inhibitors of Candida antifungal efflux pumps expressed in yeast. S. cerevisiae Candida pump triplex, Nile Red efflux. AID 485275. actives 0.44% (n = 330,000). inhibition, % at 10 µM;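 active means plate passing quality check with inhibition over a set limit, or well fluorescence over plate mean plus 4 SD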;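 further: Nile Red retained in pooled yeast measured as flow cytometry median fluorescence; 0% = buffer negative control and 100% = Enniatin B positive control; higher means more Nile Red kept so more efflux inhibition; some compounds called inactive have numbers as strong as hits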
MCL1-BIM inh = MCL1-BIM-BH3 interaction inhibition (human). inhibition, % at 10.9 µM. Q07820. actives 0.68% (n = 320,000). GST-MCL1 / FITC-Bim-BH3 fluorescence polarization;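 active means inhibition above the mean inhibition of all tested compounds plus 3 SD, set per campaign, cut at about 40% in these data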;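 further: 0% = DMSO wells and 100% = unlabeled Bim-BH3 peptide control; higher means more loss of mP so more displacement of Bim peptide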
Active calls of the source: *. Only part of the results is shown. The share of hits here may be higher or lower than overall.

For Cc1ccc(S(=O)(=O)NC(=NCC(=O)O)c2ccc(F)cc2)cc1 the results were MEX-5 binding -0.8, GLD-1 RNA inh 3, PME-1 primary 0, BCLXL inh 1, VLA-4 inh 0, Fam108B counter 5, GRK2 inh 0, Efflux pump mplx 0.1 and MCL1-BIM inh -3.
`O=C(NCc1ccc(N2CCCC2=O)cc1)c1cc(COc2c(F)cccc2F)on1` gave MEX-5 binding 0.1, GLD-1 RNA inh 6, PME-1 primary 5, BCLXL inh -6, VLA-4 inh -3, Fam108B counter -1, GRK2 inh 3, Efflux pump mplx 0.1 and MCL1-BIM inh -2.
Screening Cc1nnc(Sc2nc3ccccc3o2)c2ccccc12 returned MEX-5 binding 0.8, GLD-1 RNA inh -2, PME-1 primary 3, BCLXL inh -7, VLA-4 inh -1, Fam108B counter -2, GRK2 inh 1, Efflux pump mplx 0.0 and MCL1-BIM inh -7.
Screening CC(=O)C1C(c2cccc(F)c2)c2c(n[nH]c2C)CC1(C)O (stereo unspecified) returned MEX-5 binding 1.7, GLD-1 RNA inh 1, PME-1 primary 2, BCLXL inh 0, VLA-4 inh -7, Fam108B counter -7, GRK2 inh 1, Efflux pump mplx 0.1 and MCL1-BIM inh -4.
Screening Cc1[nH]c2ccccc2c(=O)c1CN(C)Cc1ccccc1 returned MEX-5 binding -2.2, GLD-1 RNA inh -2, PME-1 primary 1, BCLXL inh 3, VLA-4 inh 5, Fam108B counter -1, GRK2 inh 0, Efflux pump mplx 0.0 and MCL1-BIM inh 4.
Screening CC(=O)SCC[N+](C)(C)C returned MEX-5 binding -0.4, GLD-1 RNA inh 0, PME-1 primary 1, BCLXL inh 9, VLA-4 inh -5, Fam108B counter -3, GRK2 inh 0, Efflux pump mplx -0.1 and MCL1-BIM inh 7.
Screening CN(C)S(=O)(=O)c1ccc(C(=O)NC(=O)CSc2nnnn2C)cc1 returned GLD-1 RNA inh -5, VLA-4 inh -1, GRK2 inh 1 and Efflux pump mplx 0.0.
Cc1ccc(-n2ncc3c(NCC4CCCO4)ncnc32)c(C)c1 (stereo unspecified) was read as GLD-1 RNA inh 1, PME-1 primary -3, BCLXL inh 2, VLA-4 inh -5, Fam108B counter -2, GRK2 inh 2, Efflux pump mplx 0.5 and MCL1-BIM inh 1.
`CC(=O)Nc1ccc(S(=O)(=O)NCc2ccc3[nH]c(C)cc3c2)cc1` gave MEX-5 binding -0.3, GLD-1 RNA inh 9, PME-1 primary 2, BCLXL inh 9, VLA-4 inh -1, Fam108B counter 6, GRK2 inh 0, Efflux pump mplx -0.1 and MCL1-BIM inh 11.
Screening NC(=O)N/N=C/c1ccc2cccc(OCc3ccccc3)c2n1 returned MEX-5 binding -0.2, GLD-1 RNA inh -4, PME-1 primary -3, BCLXL inh 10, VLA-4 inh -5, Fam108B counter 2, GRK2 inh 0, Efflux pump mplx -0.1 and MCL1-BIM inh 12.
Screening O=C(N/C(=C/C=C/c1ccccc1)C(=O)N1CCOCC1)c1ccccc1Br returned MEX-5 binding 1.5, GLD-1 RNA inh -3, PME-1 primary -7, BCLXL inh -1, VLA-4 inh 8, Fam108B counter -6, GRK2 inh 3, Efflux pump mplx 0.1 and MCL1-BIM inh -6.
Cc1ccc(C)c(OCC(=O)N2CCN(C(=O)c3ccco3)CC2)c1 was read as MEX-5 binding 0.2, GLD-1 RNA inh 2, PME-1 primary -1, BCLXL inh -6, VLA-4 inh 3, Fam108B counter -5, GRK2 inh 1, Efflux pump mplx -0.3 and MCL1-BIM inh -5.
CC(=O)c1cc2c(cc1NC(=O)c1ccc(C)cc1)OCCO2 was read as MEX-5 binding -0.4, GLD-1 RNA inh 2, PME-1 primary -1, BCLXL inh 4, VLA-4 inh 34, Fam108B counter 0, GRK2 inh 0, Efflux pump mplx 0.1 and MCL1-BIM inh -2.
For C/C(=N\NS(=O)(=O)c1ccc(C)c([N+](=O)[O-])c1)c1ccc2c(c1)OCO2 the results were MEX-5 binding 3.6, GLD-1 RNA inh -1, PME-1 primary -1, BCLXL inh 2, VLA-4 inh 36, Fam108B counter 0, GRK2 inh 1, Efflux pump mplx 0.3 and MCL1-BIM inh 3.
CC(CCc1ccccc1)OS(N)(=O)=O (stereo unspecified) was read as MEX-5 binding -0.3, GLD-1 RNA inh 1, PME-1 primary 5, BCLXL inh 3, VLA-4 inh 1, Fam108B counter 3, GRK2 inh 3, Efflux pump mplx 0.0 and MCL1-BIM inh 13.
Screening COc1cccc(N2CC(C(=O)Nc3nnc(SCCC4OCCO4)s3)CC2=O)c1 (stereo unspecified) returned MEX-5 binding 1.4, GLD-1 RNA inh 10, PME-1 primary 7, BCLXL inh 4, VLA-4 inh -7, Fam108B counter 0, GRK2 inh 0, Efflux pump mplx 0.0 and MCL1-BIM inh 1.
For NC(=S)N/N=C/c1cccc(O)c1O the results were MEX-5 binding -38*, GLD-1 RNA inh 1, PME-1 primary 1, BCLXL inh 9, VLA-4 inh -22, Fam108B counter 5, GRK2 inh 3, Efflux pump mplx 0.1 and MCL1-BIM inh 14.
`O=C(CCC(=O)c1cccs1)Nc1nc2ccccc2s1` gave MEX-5 binding -2.1, GLD-1 RNA inh 0, PME-1 primary -3, BCLXL inh 0, VLA-4 inh -2, Fam108B counter -7, GRK2 inh 0, Efflux pump mplx 0.0 and MCL1-BIM inh -2.
Screening C[C@@H]1NC(=O)[C@H](CCC(N)=O)NC(=O)c2cc([N+](=O)[O-])cc(I)c2NCC[C@@H](C(N)=O)NC1=O returned GLD-1 RNA inh -1, PME-1 primary -2, BCLXL inh 1, VLA-4 inh -5, Fam108B counter 4, GRK2 inh 4, Efflux pump mplx -0.2 and MCL1-BIM inh -12.
For Cc1cccc(C)c1NC(=O)CCCn1nc(C)c2c(C)n(-c3ccccc3)nc2c1=O the results were MEX-5 binding -1.7, GLD-1 RNA inh 8, PME-1 primary -1, BCLXL inh 2, VLA-4 inh 3, Fam108B counter 1, GRK2 inh 0, Efflux pump mplx 0.0 and MCL1-BIM inh 0.
`COc1cc2c(cc1NC(=O)CSc1nnc(COc3ccc(Cl)cc3)n1C)oc1ccccc12` gave MEX-5 binding 2.7, GLD-1 RNA inh 6, PME-1 primary -7, BCLXL inh -4, VLA-4 inh -1, Fam108B counter -3, GRK2 inh 2, Efflux pump mplx 0.1 and MCL1-BIM inh 1.
`COC(=O)c1cc(Br)c(=O)n(-c2ccccc2F)c1` gave MEX-5 binding -0.7, GLD-1 RNA inh 5, PME-1 primary 3, BCLXL inh 4, VLA-4 inh -6, Fam108B counter 2, GRK2 inh 0, Efflux pump mplx 0.1 and MCL1-BIM inh -2.
Screening Brc1ccc(Nc2c3c(nc4ncnn24)CCC3)cc1 returned MEX-5 binding -1.0, GLD-1 RNA inh 6, PME-1 primary 0, BCLXL inh 2, VLA-4 inh 6, Fam108B counter 2, GRK2 inh 0, Efflux pump mplx 0.0 and MCL1-BIM inh 2.
For CC1CCN(C(=O)CSc2nc3c(c(=O)n(C)c(=O)n3C)n2C)CC1 the results were MEX-5 binding 2.5, GLD-1 RNA inh -7, PME-1 primary -7, BCLXL inh 1, VLA-4 inh 1, Fam108B counter 3, GRK2 inh 1, Efflux pump mplx 0.1 and MCL1-BIM inh 2.
CC(C)Oc1ccc(C(=O)CCN2CCOCC2)cc1 was read as MEX-5 binding 0.0, GLD-1 RNA inh -2, PME-1 primary -1, BCLXL inh 2, VLA-4 inh 8, Fam108B counter -4, GRK2 inh 0, Efflux pump mplx 0.3 and MCL1-BIM inh 1.
Screening CCCCN(C(=O)c1cc(S(=O)(=O)N2CCCCCC2)ccc1OC)c1ccccc1 returned MEX-5 binding 2.3, GLD-1 RNA inh 3, PME-1 primary -4, BCLXL inh 0, VLA-4 inh 16, Fam108B counter -1, GRK2 inh 0, Efflux pump mplx 0.0 and MCL1-BIM inh -5.
O=C(C1CCCC1)N1CCN(S(=O)(=O)c2cccc(Cl)c2Cl)CC1 was read as MEX-5 binding -2.6, GLD-1 RNA inh 2, PME-1 primary -1, BCLXL inh 6, VLA-4 inh 26, Fam108B counter 5, GRK2 inh 68*, Efflux pump mplx -0.2 and MCL1-BIM inh 2.
Cc1ccc(NC(=O)COC(=O)Cc2c(F)cccc2Cl)cc1S(=O)(=O)N1CCOCC1 was read as MEX-5 binding -0.5, GLD-1 RNA inh 8, PME-1 primary 1, BCLXL inh 1, VLA-4 inh 1, Fam108B counter -2, GRK2 inh 5, Efflux pump mplx 0.4 and MCL1-BIM inh -3.
For CCCCNc1ncnc2c1cnn2-c1ccc(C)cc1C the results were MEX-5 binding 1.7, GLD-1 RNA inh 3, PME-1 primary 4, BCLXL inh 0, VLA-4 inh 41, Fam108B counter -5, GRK2 inh 0, Efflux pump mplx 0.0 and MCL1-BIM inh -2.
For Cc1ccc(C(=O)Oc2ccc(Cl)c3cccnc23)cc1[N+](=O)[O-] the results were MEX-5 binding -2.1, GLD-1 RNA inh 0, PME-1 primary 0, BCLXL inh 3, VLA-4 inh 25, Fam108B counter 5, GRK2 inh 0, Efflux pump mplx 0.1 and MCL1-BIM inh 5.
For CC1(C)CCC(=O)N(c2ccc(OC(F)(F)F)cc2)C1=O the results were MEX-5 binding 1.5, GLD-1 RNA inh -4, PME-1 primary -9, BCLXL inh 4, VLA-4 inh 3, Fam108B counter 1, GRK2 inh 0, Efflux pump mplx 0.2 and MCL1-BIM inh 1.
For CC1CCN(c2ccc3c(c2)S(=O)(=O)c2cccc(C(=O)NC[C@@H]4CCCO4)c2C3=O)CC1 the results were GLD-1 RNA inh -17, VLA-4 inh -17, GRK2 inh 4 and Efflux pump mplx -0.1.
`C[C@H](CO)N1C[C@H](C)[C@@H](CN(C)C(=O)Nc2ccc3c(c2)OCO3)Oc2c(NS(=O)(=O)c3ccccc3)cccc2C1=O` gave GLD-1 RNA inh 6, VLA-4 inh 7, GRK2 inh 2 and Efflux pump mplx 0.3.
Screening COc1ccc(NC(=O)COC(=O)Cn2cnc3ccccc3c2=O)cc1OC returned MEX-5 binding 1.1, GLD-1 RNA inh 6, PME-1 primary 1, BCLXL inh 3, VLA-4 inh -1, Fam108B counter 0, GRK2 inh 3, Efflux pump mplx -0.1 and MCL1-BIM inh -3.
Screening O=C(c1ccccc1)c1ccc(Oc2ccc(C(=O)O)c(C(=O)O)c2)cc1 returned MEX-5 binding -1.1, GLD-1 RNA inh 6, PME-1 primary -4, BCLXL inh 12, VLA-4 inh 6, Fam108B counter -3, GRK2 inh 3, Efflux pump mplx 0.0 and MCL1-BIM inh 30.
For O=C(CN1C(=O)/C(=C/c2ccccc2F)Oc2ccccc21)N1CCN(c2ccccn2)CC1 the results were MEX-5 binding 1.4, GLD-1 RNA inh 5, PME-1 primary -3, BCLXL inh 6, VLA-4 inh 5, Fam108B counter -1, GRK2 inh 6, Efflux pump mplx 0.0 and MCL1-BIM inh 0.
For Cc1[nH]c2ccccc2c1C(=O)COC(=O)c1nccnc1N the results were GLD-1 RNA inh 0, PME-1 primary -2, BCLXL inh -9, VLA-4 inh 11, GRK2 inh 0, Efflux pump mplx 0.0 and MCL1-BIM inh -14.
